Compound activity as filed in PubChem.
PDI inh – inhibitors of human protein disulfide isomerase; P07237; PDI insulin aggregation turbidity, A650, 90 min; inhibition, % at 10 µM; 350,000 tested, 0.052% active; AID 588391;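 active means mean inhibition across replicates of 30% or more, whatever share of single replicates reach that level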;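 further: absorbance from insulin aggregation driven by PDI reduction with DTT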
Target sequence (P07237 whole entry, looked up): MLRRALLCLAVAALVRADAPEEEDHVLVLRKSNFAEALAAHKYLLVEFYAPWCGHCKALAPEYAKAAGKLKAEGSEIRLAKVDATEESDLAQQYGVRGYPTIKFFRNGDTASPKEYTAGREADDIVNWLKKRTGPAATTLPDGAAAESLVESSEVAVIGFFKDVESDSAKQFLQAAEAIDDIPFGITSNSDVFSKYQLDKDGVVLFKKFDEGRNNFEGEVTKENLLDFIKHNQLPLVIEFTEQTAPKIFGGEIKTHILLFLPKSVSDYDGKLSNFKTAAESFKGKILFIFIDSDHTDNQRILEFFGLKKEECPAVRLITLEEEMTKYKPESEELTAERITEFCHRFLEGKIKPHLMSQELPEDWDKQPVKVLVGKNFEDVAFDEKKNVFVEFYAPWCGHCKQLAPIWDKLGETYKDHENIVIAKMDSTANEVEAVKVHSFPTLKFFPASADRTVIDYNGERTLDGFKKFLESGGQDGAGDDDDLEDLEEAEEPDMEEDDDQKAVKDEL
CaV13 FRET inh – Primary screen for inhibitors of IQ motif and Ca2+-dependent inactivation inhibitor domain binding in CACNA1D, Förster resonance energy transfer in living cells, …; 340,000 tested, 0.098% active; HEK cells, CFP/YFP FRET ICDI-IQ, plate reader, 10 min; percent FRET-ratio fall versus neutral wells; AID 743397; inhibition, % at 12.3 µM;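 active means mean replicate inhibition of at least 30% and at least 1% of replicates passing that level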;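 further: 0% = median of the neutral control wells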
Peg3 promoter – inhibitors of Peg3 promoter; HeLa PEG-Prom luciferase reporter, luminescence, overnight; inhibition, % at 20 µM; 360,000 tested, 1.7% active; AID 588405;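 active means inhibition of at least 50% at 20 µM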
Vif inh – blocks HIV Vif function. HEK293T cells, Vif self-association by quenched fluorescence, imaging, 24 h. inhibition, % at 7.49 µM. 340,000 tested, 0.35% active. AID 602346; in the data active means inhibition above about 50%, passing the limit was not always enough; further: some results filed as inactive read as strong as hits
NR2E3 ag-1 – activates human NR2E3 receptor | 360,000 tested, 0.35% active | AID 602229 | Q9Y5X4 | CHO-S Gal4-NCOR/VP16-NR2E3 two-hybrid, luciferase | inhibition of corepressor binding, % at 3.98 µM;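 active means inhibition above the mean of all tested compounds plus 3 SD, cut at about 70% in these data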;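 further: 0% = DMSO with NR2E3 transfected cells and 100% = cells lacking NR2E3 construct; higher means lower luciferase signal from less NR2E3 corepressor binding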
Target sequence (Q9Y5X4 whole entry, looked up, the tested form may be a part): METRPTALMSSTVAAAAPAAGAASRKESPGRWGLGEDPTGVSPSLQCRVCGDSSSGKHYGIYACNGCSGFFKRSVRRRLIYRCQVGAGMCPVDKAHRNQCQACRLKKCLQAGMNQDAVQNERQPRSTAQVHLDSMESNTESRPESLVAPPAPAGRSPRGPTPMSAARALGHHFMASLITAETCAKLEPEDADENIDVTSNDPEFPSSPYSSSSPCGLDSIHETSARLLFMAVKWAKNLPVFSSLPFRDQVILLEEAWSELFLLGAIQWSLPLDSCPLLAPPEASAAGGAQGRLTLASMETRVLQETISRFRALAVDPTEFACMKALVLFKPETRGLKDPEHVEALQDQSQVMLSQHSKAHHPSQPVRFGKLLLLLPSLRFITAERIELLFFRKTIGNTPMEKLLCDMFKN
NR2E3 ag-2 – NR2E3 (human) agonism; Q9Y5X4; GST-NR2E3/biotin-RetCOR TR-FRET, 1536-well; inhibition of corepressor binding, % at 4.78 µM; 320,000 tested, 0.12% active; AID 2300;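 active means percent inhibition above the cutoff of mean plus 3 SD of all tested compounds, set per screening campaign, cut at about 20% in these data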;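 further: 0% = DMSO wells and 100% = biotin wells as full block of FRET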
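Material – GST-tagged NR2E3 plus biotinylated RetCOR corepressor · Quantity – NR2E3 fusion 1.35 nM · Times – 5 h incubation at 4 °C · Medium – pH 7.5 Tris-based buffer · Technique – TR-FRET, Eu(K)-anti-GST donor, streptavidin-D2 acceptor, ex 340, em 617/671 nm · Benchmarks – high control biotin, low control 0.6% DMSO · Format – 1536-well plates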
CF NFkB inh – inhibitors of cystic fibrosis induced NF-kB | KKLEB NF-kB-GFP reporter, PAF-induced, GFP fluorescence overnight | inhibition, % at 5 µM | 360,000 tested, 0.86% active | AID 588850;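 active means at least 50% inhibition at 5 µM, scaled per plate between neutral and stimulator controls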;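 further: PAF is a Pseudomonas aeruginosa culture filtrate used as stimulus; plate controls were PAF-stimulated DMSO wells for no effect and unstimulated DMSO wells for full effect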
TRPM1 prom inh – reduces MITF-dependent TRPM1 promoter luciferase signal; SK-MEL-5 TRPM1 promoter luciferase, 24 h; AID 488899; 330,000 tested, 0.83% active; inhibition, % at 12.5 µM;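 active means mean inhibition across replicates of 60% or more, whatever share of single replicates reaches that level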; further: values of inactives mirror those of a sister screen read the other way
KKLEB tox – CF airway cell cytotoxicity counter-screen | KKLEB CF airway cells viability, ATPlite luminescence, overnight; active compounds read low; cells stimulated with P. aeruginosa culture filtrate | activity change (cytotoxicity), % at 5 µM | 360,000 tested, 0.36% active;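 active means corrected activity change at or below -50% at 5 µM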
HIF-2a inh – blocks HIF-2a reporter activity; 786-0 RCC cells HIF-2a reporter, luciferase luminescence, overnight; inhibition, % at 18.8 µM; 360,000 tested, 0.72% active; AID 624352;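 active means inhibition of the luminescence signal of 40% or more relative to plate controls, in a single-dose primary screen at 18.75 µM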
Shn3 inh set2 – inhibitors of Schnurri-3 3'UTR reporter in osteoblasts | inhibition, % at 12.5 µM | AID 588674 | Clone20 osteoblast Shn3 3'UTR firefly luciferase, 24 h | 360,000 tested, 0.52% active;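 active means mean inhibition of at least 75% with every replicate also reaching 75%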;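 further: 0% = median of neutral control wells and 100% = pilot-screen positive control compound; some compounds past the cut are filed as inactive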
* marks the source's active call; other numbers are inactive results; . = no result given. Rows are unselected (roughly 3.3% active in at least one column).

SMILES,PDI inh,TRPM1 prom inh,Shn3 inh set2,CF NFkB inh,Peg3 promoter,HIF-2a inh,KKLEB tox,Vif inh,NR2E3 ag-1,NR2E3 ag-2,CaV13 FRET inh
Cc1cc(S(=O)(=O)NCCCn2ccnc2)c(C)cc1Cl,1.0,5.4,-24.6,8.2,24.6,27.7,-9.9,-5.5,-5.3,-2.5,-19.4
S=C(N/N=C/c1cccc2ccccc12)Nc1cccc(Cl)c1,2.6,-8.5,2.0,-9.5,-0.2,-15.2,-3.7,17.3,-7.0,-4.5,-4.9
CCCOC(=O)c1c(NC(=O)/C=C/c2cnn(C)c2C)sc(C(=O)OCC)c1C,12.4,-8.2,6.1,17.7,-6.3,-9.9,-6.7,.,-1.8,1.6,-5.1
CCOc1ccccc1CN1CCNC(=O)C1CC(=O)N(C)CCc1cnn(C)c1 (configuration not stated),-7.7,-1.0,-3.7,4.5,17.2,5.1,-4.7,-4.2,-28.6,-1.1,-2.9
C/C(=N\NC(=O)C1(C)CC1(Br)Br)c1cccc(NC(=O)C(C)(C)C)c1 (configuration not stated),-2.4,-3.7,-3.9,12.0,4.9,22.5,7.6,-2.0,-14.5,0.1,-9.0
COC(=O)C1=C(C(=O)OC)[C@@H]2N(C)c3ccccc3[C@@]23C[C@@H](C(=O)OC)N(C(=O)COCc2ccccc2)C3=N1,8.2,6.8,-6.0,37.2,22.8,6.5,1.7,.,-6.4,3.0,.
COc1ccc(N(CC(=O)Nc2ccc(C)cc2C)S(=O)(=O)c2c(C)n[nH]c2C)cc1,12.4,11.1,-11.7,-1.9,6.8,8.0,6.5,-8.2,-9.2,1.5,-14.7
Cc1cc(NC(=O)c2cccc(F)c2)ncc1NC(=O)c1ccco1,-3.2,-63.7,-42.3,-0.5,-183.1,-155.8,0.7,3.2,-144.7,-3.7,-3.0
COc1ccccc1NC(=O)C(=O)Nc1ccccn1,-2.1,-54.5,-78.0,-5.0,-262.7,-211.9,-0.7,-2.0,-98.2,1.8,-9.4
CCn1c(SCC(=O)Nc2ccc(NC(C)=O)cc2)nnc1C1CC1,-0.8,1.5,-0.7,-7.0,-7.8,8.3,3.2,3.8,2.1,-2.5,-4.4
O=C(CNCc1ccc(Cl)cc1)NCc1ccco1,-17.0,0.8,8.2,15.8,4.5,10.6,2.0,-18.7,0.2,5.0,-5.2
Nn1c(Cc2cccc3ccccc23)nnc1SCC(=O)N1CC(=O)Nc2ccccc21,1.4,12.7,-8.8,0.4,3.3,16.0,0.4,0.2,0.2,2.1,.
CN(C)CCNc1ncnc2c1cnn2-c1ccc(Cl)cc1,3.6,-62.8,-46.8,4.8,-85.0,-206.9,-13.2,.,-8.9,3.1,-5.2
O=C(Nc1ccccc1O)c1ccccc1O,10.0,-16.4,-43.3,-7.1,-71.4,-139.5,-5.5,-21.6,-24.8,7.4,-8.5
COc1ccc(/C=N/NC(=O)c2cccnc2)cc1CN1CCc2ccccc2C1,-4.0,.,-7.5,-20.7,23.6,10.5,6.0,-4.3,0.4,1.4,4.2
Cc1ccc(S(=O)(=O)N2CCOCC2)cc1C(=O)Nc1ccccc1N1CCCC1,10.6,-8.2,64.8,18.0,13.0,2.2,2.2,-0.8,-19.1,-2.1,-5.8
CN1CCN(C(CNS(=O)(=O)c2ccc([N+](=O)[O-])cc2)c2ccc(F)cc2)CC1 (configuration not stated),-14.1,6.7,1.0,1.1,-5.9,-2.9,-2.2,9.2,-3.9,-1.9,-1.6
COc1cc(C(=O)Nc2cccc3ncccc23)cc(OC)c1OC,0.4,9.1,-0.5,-6.0,23.9,-0.2,0.5,14.6,-16.8,2.2,-1.7
COc1ccc([N+](=O)[O-])cc1NC(=O)c1ccc(Br)s1,0.3,11.6,-6.3,-29.1,19.9,0.7,-7.1,0.2,3.0,-91.0,-18.9
Cc1onc(-c2ccccc2Cl)c1C(=O)OCc1cnc(Cl)s1,-3.2,-3.4,14.5,-3.7,18.8,18.6,0.7,-5.6,7.2,-1.9,-3.1
CC(=O)NC(=S)Nc1ccccc1N1CCN(C(=O)c2ccccc2)CC1,0.8,-13.2,12.0,-14.7,28.1,13.2,-1.6,3.6,1.7,0.8,-3.7
Cc1ccc(C2Nc3cccc4cccc(c34)N2)cc1,1.0,-1.2,9.2,-10.6,-66.2,5.0,7.0,23.9,-31.0,-1.2,-10.9
Cc1cccn2cc(-c3ccc4c(c3)NC(=O)CO4)nc12,7.1,-43.0,-35.0,-14.1,-141.3,-217.3,-0.4,-4.2,-58.5,2.6,-0.7
Cc1ccc(NCc2nnc(SCC(=O)Nc3ccccc3)n2CC2CCCO2)c(C)c1 (configuration not stated),1.2,3.8,0.1,-2.3,1.9,2.3,-1.0,2.3,-2.4,-1.4,-5.5
CCOC(=O)N1CCC(NC(=O)C2CCN(C(=O)c3cc4sccc4n3CC)CC2)CC1,1.8,14.0,23.4,1.1,10.7,12.4,-8.1,-3.5,16.2,0.7,-2.6
CCOP(=O)(OCC)c1ccc2ccc3ccccc3c(=O)c2c1,-7.6,-5.2,-14.4,-15.7,3.2,-4.0,1.5,-1.4,20.2,.,-11.6
COc1ccc(CSc2n[nH]c(C)n2)cc1[N+](=O)[O-],4.2,3.9,-8.9,-8.7,-7.2,-16.8,10.2,-7.3,-31.1,-2.4,-6.5
CCc1ccccc1N(CC(=O)NCCc1ccccc1)C(=O)CCC(=O)Nc1ccccn1,-3.5,-2.3,8.5,7.5,30.0,28.1,-0.5,2.1,12.5,1.9,-4.0
O=C(NCCN1CCCC1)c1ccc(Cl)cc1Cl,-4.6,-5.7,-5.8,6.7,2.5,1.9,4.0,1.6,-16.8,2.9,-0.7
O=C(NC1CCS(=O)(=O)C1)c1ccc(S(=O)(=O)N2CCCCC2)cc1 (configuration not stated),-0.7,19.0,2.6,3.0,5.1,16.3,0.2,-7.7,-11.3,-4.0,-2.8
O=C(Oc1cccc(F)c1)c1ccc2c(=O)n3c(nc2c1)CCC3,12.9,0.1,-14.7,13.9,-12.7,-0.8,-8.3,13.9,-29.3,3.7,-14.8
c1ccc(OCCCc2nc(-c3cccnc3)no2)cc1,0.1,-5.2,16.7,-18.2,-15.2,-13.9,-2.1,-3.2,-1.0,-4.2,.
CN(C)CCn1c(NC(=O)c2ccc(Cl)cc2)nc2ccccc21,-6.8,-22.2,-38.2,0.0,-158.4,-216.6,-1.4,-0.9,-79.3,-1.6,-10.4
Cc1ccccc1NC(=O)Cc1nc(COC(=O)c2cc([N+](=O)[O-])ccc2NCCO)cs1,14.9,0.5,8.7,8.2,25.9,19.6,0.2,-11.6,28.1,3.2,-16.0
OC[C@H]1OC(O)[C@H](O)[C@@H]1O (some centres not stated),-7.2,5.1,-2.8,-1.4,-16.0,4.6,-8.5,-4.9,-33.2,0.4,-5.1
COc1ccc(-n2c(SCC(=O)N/N=C(\C)c3cccnc3)nc3ccccc3c2=O)cc1,3.9,.,-5.1,12.2,-3.5,19.0,-4.6,-4.1,-19.9,-0.3,-4.9
O=c1[nH]c(N2CCCCC2)nc2ncn(Cc3ccccc3)c12,-0.2,-2.4,-10.3,-19.4,-4.6,-6.6,0.8,-0.9,2.3,1.7,-16.1
CCC(C)c1ccc(NC(=O)C2CCCN(c3ncccn3)C2)cc1 (configuration not stated),-5.7,-7.6,-8.8,6.3,-84.1,-101.0,-15.5,-7.6,-63.5,-5.4,-4.9
COc1ccc(CCNC(=O)[C@H](CCSC)NC(=O)N2CCn3c2nc2ccccc23)cc1OC,13.4,1.9,-12.3,12.5,-4.8,5.3,2.1,-5.3,-12.6,-3.6,-14.1
CCn1c2ccccc2c2cc(NC(=O)CSc3nnc(-c4cccc(Cl)c4)o3)ccc21,16.7,4.8,29.1,3.3,15.2,12.4,-0.9,2.6,-11.5,-1.5,.
O=C(COC(=O)c1ccccc1Nc1ccc(SC(F)F)cc1)NCc1ccco1,-23.0,3.5,-38.7,2.2,-100.2,-159.0,1.5,.,-86.2,2.0,-4.4
CSCCOC(=O)C1=C(C)Nc2ccc(C)cc2S1,3.0,-9.5,4.4,0.7,-46.2,-68.4,4.8,-3.7,-22.3,-1.7,.
Cc1ccc(S(=O)(=O)NCCSc2nnnn2C)cc1,-3.7,1.5,16.5,3.3,22.7,12.5,10.5,-2.8,-7.5,0.0,-8.8
O=C(NCc1cccc(CNC(=O)C(=O)NCc2ccco2)c1)C(=O)NCc1ccco1,-12.3,9.8,21.5,12.8,13.7,12.7,-1.6,6.1,7.6,-1.6,-3.2
CC(=O)c1ccccc1NC(=O)CN1C(=O)CS/C1=C\c1nc(-c2ccc(C)cc2)cs1,4.2,13.9,-6.0,6.5,-16.6,-12.6,-10.9,0.5,-17.9,2.0,-4.5
COC(=O)CSC1=C(C#N)C(c2ccc3c(c2)OCO3)C2=C(CCCC2=O)N1 (configuration not stated),11.7,3.1,6.7,3.0,9.2,8.7,2.3,-2.2,18.7,-1.1,.
CC(=O)c1sc(NCCOc2ccc(C)cc2)nc1C,-14.1,-26.8,-21.7,14.9,-117.4,-167.9,-15.9,4.5,-33.6,-0.8,-5.2
Cc1c(N=c2scc(-c3ccccc3)n2C)c(=O)n(-c2ccccc2)n1C,1.5,6.2,12.7,10.0,0.8,-1.3,-19.4,-9.0,4.0,-1.0,-4.3
CCOc1ccc(C2C(C(=O)c3ccco3)=C(O)C(=O)N2CCCn2ccnc2)cc1 (configuration not stated),1.0,-9.2,-19.8,12.2,-111.4,-123.8,-4.2,2.4,-24.6,.,-3.6
O=C(CSc1nnc2ccccn12)NNC(=O)c1ccc(Br)cc1,-5.5,-6.9,12.8,6.7,-0.9,14.8,-3.0,7.8,9.4,2.5,-6.4
CCOc1ccccc1NC(=O)CSc1nc(=O)n(Cc2ccncc2)c2c1CCC2,-5.0,0.9,1.8,4.5,0.1,18.2,-2.8,1.5,-5.9,-1.2,-6.2
N/C(=N\OC(=O)N1c2ccccc2Sc2ccccc21)c1ccccc1,-2.0,9.5,2.1,-12.0,-10.8,1.8,11.0,-1.7,-6.5,3.0,-17.2
O=C(CSc1ncnc2c(-c3ccc(Cl)cc3)nsc12)c1ccccc1,-4.2,5.1,-11.9,-11.0,-79.0,-84.8,14.6,-3.3,-10.0,4.5,-7.7

Some of the entries so far, with each value named.
Cc1c(N=c2scc(-c3ccccc3)n2C)c(=O)n(-c2ccccc2)n1C
  PDI inh: 1.5 | TRPM1 prom inh: 6.2 | Shn3 inh set2: 12.7 | CF NFkB inh: 10.0 | Peg3 promoter: 0.8 | HIF-2a inh: -1.3 | KKLEB tox: -19.4 | Vif inh: -9.0 | NR2E3 ag-1: 4.0 | NR2E3 ag-2: -1.0 | CaV13 FRET inh: -4.3

CCOc1ccc(C2C(C(=O)c3ccco3)=C(O)C(=O)N2CCCn2ccnc2)cc1 (configuration not stated)
  PDI inh: 1.0 | TRPM1 prom inh: -9.2 | Shn3 inh set2: -19.8 | CF NFkB inh: 12.2 | Peg3 promoter: -111.4 | HIF-2a inh: -123.8 | KKLEB tox: -4.2 | Vif inh: 2.4 | NR2E3 ag-1: -24.6 | NR2E3 ag-2: . | CaV13 FRET inh: -3.6
